FUS suppressor: suppressors of FUS proteinopathy in yeast; S. cerevisiae FUS-expressing, growth rescue, OD600, 24 h; Potency, µM (series often up to 76.6 µM), without a hit: at the top dose growth rescue (activation), most hits filed as activators; 0.24% of 390,000 active; active means well fitted activation curve with a large enough effect; inconclusive means small, poorly fitted or top-dose-only effect; inactive means no such curve, though single readings can be large or run the other way;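 further: plate controls were DMSO vehicle for no effect and reference control for full effect; nearly all actives have a fitted effect of over 55% in size; some results filed as inactive show a strong effect at the top dose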
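Galactose (2%) drives FUS expression in yeast precultured in raffinose; seeding density OD 0.005. Test compounds incubated 24hr at 30C and 99% humidity before absorbance at 600 nm was measured.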
* hit, by the source's call; ? = inconclusive. Potency means the concentration at half of the fitted maximal effect. A portion of the library; count on the stated rates, not on these rows.

| SMILES | FUS suppressor |
| --- | --- |
| C=CCN1C(=O)[C@@H](CC(=O)NCc2cccc3ccccc23)[C@]2(C(=O)OC)CCCCC=C12 | 43.3% |
| COc1cccc(-c2ccc(CC[C@H]3O[C@H]4CC[C@@H](CO)O[C@H]4C[C@H]3NS(C)(=O)=O)cc2)c1 | ? |
| Cc1ccc(S(=O)(=O)N2CCCC2C(=O)N2CCc3ccccc3C2)cc1C (stereo unspecified) | 6.1% |
| O=C(NC1CCCC1)C1CCN(S(=O)(=O)c2ccc3[nH]c(=O)oc3c2)CC1 | -2.6% |
| Cc1cc(C)cc(C(=O)OCCN(C)C2CN(Cc3cn(Cc4cccc(F)c4)nn3)S(=O)(=O)C2)c1 (stereo unspecified) | 19.9% |
| COc1ccc(NC(=O)N2CCC(N(C)CCC(C)C)CC2)cc1OC | -7.3% |
| COc1ccc(-n2c(SCC(=O)Nc3ccc(S(=O)(=O)Nc4nccs4)cc3)nnc2-c2cccs2)cc1 | 43.5% |
| CC(C)NC(=O)N[C@@H]1C[C@@H]2O[C@H](CO)CC[C@@H]2O[C@@H]1CCc1ccc(-c2ccccc2F)cc1 | ? |
| O=C(Nc1ccc(C(O)(C(F)(F)F)C(F)(F)F)cc1)c1c(F)cccc1F | -2.6% |
| Cc1ccc(CN2CCCCC(NC(=O)c3ccccc3)C2=O)cc1 (stereo unspecified) | 6.5% |
| O=C(CSc1nnc(COc2ccccc2)n1-c1ccc(Cl)cc1)Nc1ccccc1-c1ccccc1 | ? |
| CCCCCCC[C@H](N)[C@H](O)C(=O)N(C)[C@@H](CCS(C)=O)C(=O)N[C@@H](Cc1ccc(O)cc1)C(=O)O (stereo partly specified) | -8.7% |
| CCCCc1ccc2nc(NC(=O)c3ccco3)sc2c1 | -5.4% |
| COc1ccc(N2CCN(CCNS(=O)(=O)c3c(C(C)C)cc(C(C)C)cc3C(C)C)CC2)cc1 | ? |
| C#CCNC(=O)C[C@H]1C[C@@]2(C(=O)OC)C(=C[C@H](COCc3ccccc3)O[C@@H]2C)N(Cc2ccco2)C1=O | 15.5% |
| CCC(=O)N[C@H]1C[C@@H]2O[C@@H](CO)CC[C@@H]2O[C@@H]1CCc1ccc(-c2cccc(OC)c2)cc1 | 30.0% |
| CC(C)c1ccc(NC(=O)CSc2nnc(-c3ccco3)n2C)cc1 | 15.6% |
| CCOC(=O)CNC(=O)CSc1nnc(-c2cccs2)o1 | -1.1% |
| O=C(NCCCc1ccccc1)[C@H](CO)NC1(C(=O)NCCc2c[nH]c3ccccc23)CCCCC1 | ? |
| CCOC(=O)Cn1cc(CN2C(C(=O)OC)CN(Cc3ccc(Cl)cc3)CCS2(=O)=O)nn1 (stereo unspecified) | 39.3% |
| O=[N+]([O-])c1cnc2ccccc2c1Sc1ccccc1 | 6.8% |
| S=c1[nH]nc(-c2n[nH]c3c2CCC3)n1N=Cc1ccc(Br)s1 | 7.5% |
| Cn1c(=O)c(=O)n(C)c2cc(S(=O)(=O)N3CCN(CCO)CC3)ccc21 | 30.1% |
| CCC[C@H]1[C@@H](NS(=O)(=O)c2ccccc2[N+](=O)[O-])CC[C@@]23CCCN2C(=O)CCC[C@@H]13 | ? |
| COc1ccc2[nH]c3c(c2c1)CCN[C@]31C(=O)N(Cc2cn(Cc3ccccc3)nn2)c2ccccc21 | ? |
| CC(=O)c1cc(-c2ccc3nonc3c2)c(=O)n2c1CCC2 | -18.5% |
| N#CCC[C@H]1CC[C@]2(CCCN(C(=O)C3CCCC3)C2)O1 | 5.2% |
| CN1C2=NC(c3ccc4ccccc4c3)CC(=O)N2/C(=C\c2ccccc2)C1c1ccccc1C(F)(F)F (stereo unspecified) | 24.0% |
| COC(=O)[C@H]1C[C@@]2(N3CCCC3)c3ccccc3N(C(=O)OC(C)(C)C)[C@H]2N1C(=O)OC(C)(C)C | 15.8% |
| Cc1ccccc1CN1CCCCC(NC(=O)C2CCCC2)C1=O (stereo unspecified) | -9.4% |
| COc1cccc(CC(=O)O[C@@H]2CCC[C@@]3(C(=O)N(Cc4ccccc4)c4ccccc43)[C@H]2NC(=O)CCc2ccccc2)c1 | 31.2% |
| CN(C(=O)[C@@H](C1CC1)[C@@H](O)c1ccc2ccccc2c1)c1ccccc1 | 27.3% |
| Cc1nc(SCC(=O)N(C)c2ccccc2)[nH]c(=O)c1C | -0.4% |
| CCOC(=O)CC[C@@]1(C(=O)OCC)C[C@@H](CC(=O)NCc2ccc(OC)c(OC)c2)C(=O)N2CCCC=C21 | 2.0% |
| N#Cc1cccc(-c2ccccc2C(=O)NC2CCCCN(Cc3ccc(Cl)cc3)C2=O)c1 (stereo unspecified) | 34.2% |
| COc1ccccc1C(=O)n1ccc2ccc(-c3ccc4ccn(Cc5ccccc5)c4c3)cc21 | 25.5% |
| CCOC(=O)[C@]12CCCC3=C1N(CCC3)C(=O)[C@@H](CC(=O)NCc1cccc(C(F)(F)F)c1)C2 | 25.1% |
| CC/C=C\[C@H](O)[C@H](O)C1=C(C)C(=O)[C@]2(O1)C(=O)N[C@@](OC)(C(=O)c1ccccc1)[C@@H]2O | -3.5% |
| CC(C)n1nnnc1C1(C)CSCC(=O)N1Cc1cccc(F)c1 (stereo unspecified) | 17.6% |
| COc1ccc(OC)c(S(=O)(=O)N2CCCCC2C(=O)N2CCN(CCO)CC2)c1 (stereo unspecified) | -2.3% |
| CNc1nc(N)c([N+](=O)[O-])c(Nc2cccc(OC)c2)n1 | 3.1% |
| CCCCOCCCNC(=O)C[C@@H]1C(=O)N2CCCC3=C2[C@@]1(C(=O)OCC)CCC3 | 6.5% |
| Cc1ccc(C(=O)NC2CCCCN(Cc3ccc(Cl)cc3)C2=O)c(C)c1 (stereo unspecified) | 30.3% |
| COc1cccc(N2CCN(CC(=O)NCc3ccc(F)cc3)CC2)c1 | -1.9% |
| Cc1ccc(-c2nc(C3CCCN(S(=O)(=O)c4cccs4)C3)no2)cc1 (stereo unspecified) | 36.8% |
| Cc1ccc(CSc2nnc(-c3cc(-c4ccc(F)cc4)n[nH]3)n2N)cc1 | -1.2% |
| CN1CCN(c2ccc3c(c2)Oc2ccccc2CN(Cc2cn(Cc4cccc(C(F)(F)F)c4)nn2)S3(=O)=O)CC1 | 27.9% |
| CC(C)(C)OC(=O)n1cc(-c2ccccc2)c2c(-c3ccccc3)c(O)ccc21 | 20.0% |
| Cc1cccc(Cn2cc(COC(=O)NCCc3ccccc3)nn2)c1 | 7.4% |
| COc1ccc(Cn2ccc3ccc(-c4ccc5ccn(Cc6ccc(OC)cc6)c5c4)cc32)cc1 | 19.0% |
| O=C(CSc1nnc(-c2ccc(Cl)cc2)n1-c1ccccc1)NN=Cc1c[nH]c2ccccc12 | 21.7% |
| CCN(CC)C(=O)CSc1nnc(-c2ccc(C(C)(C)C)cc2)n1Cc1ccco1 | 35.7% |
| Cc1ccc(Cn2cc(CN3CC=CS3(=O)=O)nn2)cc1 | -18.2% |
| Nn1c(SCC(=O)Nc2cccc3ccccc23)nnc1-c1cc(-c2ccc(Cl)cc2)n[nH]1 | 6.7% |
| O=C(NCc1ccccc1)OCCN1C(=O)CCC12CCC(c1ccccc1)CC2 (stereo unspecified) | 29.9% |
| COc1ccc(CN[C@@H]2CC[C@@]34CCCN3C(=O)CCC[C@H]4C2)cc1 | -9.4% |
| CCOC(=O)[C@@]12CCCC3=C1N(CCC3)C(=O)[C@H]2CC(=O)N1CCCC1 | -15.1% |
| O=C(Cn1c(-c2cncs2)nc2ccccc21)N1CCCCC1 | -5.6% |
| COc1ccc(NC(=O)CSc2nnc(-c3n[nH]c4c3CCC4)n2N)cc1OC | 12.6% |
| O=C(NCCc1c[nH]c2ccccc12)OCc1cn(-c2ccc(Cl)cc2)nn1 | 32.8% |

Reprinted at random: 6 entries already listed
| SMILES | FUS suppressor |
| --- | --- |
| O=C(NCCc1c[nH]c2ccccc12)OCc1cn(-c2ccc(Cl)cc2)nn1 | 32.8% |
| CNc1nc(N)c([N+](=O)[O-])c(Nc2cccc(OC)c2)n1 | 3.1% |
| O=[N+]([O-])c1cnc2ccccc2c1Sc1ccccc1 | 6.8% |
| COc1ccc2[nH]c3c(c2c1)CCN[C@]31C(=O)N(Cc2cn(Cc3ccccc3)nn2)c2ccccc21 | ? |
| CCC[C@H]1[C@@H](NS(=O)(=O)c2ccccc2[N+](=O)[O-])CC[C@@]23CCCN2C(=O)CCC[C@@H]13 | ? |
| COc1ccc(OC)c(S(=O)(=O)N2CCCCC2C(=O)N2CCN(CCO)CC2)c1 (stereo unspecified) | -2.3% |

The listing continues.
| SMILES | FUS suppressor |
| --- | --- |
| COC(=O)[C@]12C[C@H](CC(=O)NCCC(C)C)C(=O)N(Cc3ccc(Cl)cc3Cl)C1=C[C@H](C(C)(C)C)O[C@@H]2C | ? |
| C=CCc1cccc(C=NNC(=O)c2ccco2)c1O | 3.7% |
| CCCC/C=C1/[C@H](CC)N(C)C2=N[C@@H](c3ccccc3)CC(=O)N21 | -4.7% |
| CCOc1ccc(Oc2c(Cl)c(Br)nn(Cc3cccc4ccccc34)c2=O)cc1 | -10.0% |
| Cc1ccc(NC(=O)OC2CC3CC2[C@H]2CCCCN2[C@H]3C)cc1 (stereo partly specified) | 2.7% |
| O=C(OCc1cn(Cc2cccc(Cl)c2)nn1)N1CCOCC1 | -11.0% |
| Cc1cc(N2CCC(C)CC2)nc2ccccc12 | -4.7% |
| O=C(Nc1ccc(Cl)cc1)Nc1ccccc1C(=O)N1CCCC1 | 16.0% |
| CC(C)NC(=O)N[C@@H]1C[C@@H]2O[C@@H](CO)CC[C@@H]2O[C@@H]1CCc1ccc(-c2ccc(F)cc2)cc1 | ? |
| COc1ccc(C(=O)C2CCN(c3ncnc4sccc34)CC2)cc1 | 31.3% |
| COc1ccc(S[C@]2(C(=O)N(C)C)CC(=O)N(c3ccsc3)[C@@H]2c2ccc(OC)cc2)cc1 | -6.1% |
| CCOC(=O)[C@@]12CN(C(=O)OC(C)(C)C)CC=C1N(Cc1ccc(OC)cc1)C(=O)[C@H]2CC(=O)NCCCN1CCCC1=O | 12.1% |
| COc1cc(NC(=O)c2ccccc2)c(C)cc1NC(=O)CSc1nnc(-c2cnccn2)n1-c1ccc(C)cc1 | ? |
| COc1cccc(N(C)C(=O)[C@@H](C2CC2)[C@@H](O)c2ccc3ccccc3c2)c1 | 36.2% |
| O=C(NC1CCCCN(Cc2cccc(Cl)c2)C1=O)c1ccc(-c2ccccc2)cc1 (stereo unspecified) | ? |
| COCCCNC(=O)C[C@H]1C[C@@]2(C(=O)OC)C(=C[C@H](C(C)C)O[C@@H]2C2CC2)N(Cc2ccc(Cl)cc2Cl)C1=O | 28.2µM* |
| COc1ccc(-c2c(Cc3ccccc3)nc(NC(=O)c3ccccc3F)n2C)cc1 | 41.2% |
| COc1ccccc1/C=N\NC(=O)c1cccc(S(=O)(=O)N(C)C)c1 | 9.0% |
| CC(C)N1CCCCC(NC(=O)c2ccc(Cl)cc2Cl)C1=O (stereo unspecified) | -9.8% |
| Cc1cc(Br)ccc1OCCCN1CCC(C(O)(c2ccccc2)c2ccccc2)CC1 | 12.2% |
| CCCCN1CCS(=O)(=O)N(Cc2cn(Cc3ccc(C)cc3)nn2)C(C(=O)OC)C1 (stereo unspecified) | -8.2% |
| O=C(NCc1cccc(C(F)(F)F)c1)O[C@H]1CC[C@@]23CCCN2C(=O)CCC[C@H]3C1 | 10.6% |
| C[C@@H]1CCN(C2CC2)S(=O)(=O)c2c(cccc2N2CCC[C@H]2C)O1 | 20.1% |
| CCOC(=O)[C@]12CCCC=C1N(Cc1ccc(OC)cc1)C(=O)[C@@H]2CC(=O)NCc1cccs1 | 25.9% |
| O=C(NCCc1ccccc1)OCc1cn(Cc2ccc(Cl)cc2)nn1 | 7.5% |
| Cc1ccc(CN[C@@H]2CC[C@@]34CCCN3C(=O)CCC[C@H]4C2)o1 | 5.1% |
| O=[N+]([O-])c1ccc(CN2CCOCCOCCN(Cc3ccc([N+](=O)[O-])cc3Cl)CCOCC2)c(Cl)c1 | -1.8% |
| COC(=O)[C@@]12CCCCC=C1N(CCc1ccc(Cl)cc1)C(=O)[C@H]2CC(=O)NCc1cccc(C(F)(F)F)c1 | 41.8% |
| CCN(CC)C(=O)CC[C@H]1CC[C@]2(CCCN(S(=O)(=O)c3ccccc3)C2)O1 | -1.7% |
| O=C(COCc1ccccc1)N1CC[C@H]2[C@H](CCCN2Cc2cc(F)cc(F)c2)C1 | -10.1% |
| C[C@H]1[C@@H](OC(=O)Oc2ccc([N+](=O)[O-])cc2)CC[C@@]23CCCN2C(=O)CCC[C@@H]13 | 4.2% |
| C[C@@H]1COc2cccc(N3CCCC3)c2S(=O)(=O)N1C | -9.2% |
| COC(=O)c1cc(-c2ccc(F)c(Cl)c2)c(=O)n2c1CCC2 | -23.2% |
| CCOC(=O)[C@@]12CCC3=C1N(CCC3)C(=O)[C@H](CC(=O)N1CCC(c3ccccc3)CC1)C2 | 20.7% |
| Cn1c2ccccc2c(=O)c2c(=O)n(CCCc3ccccc3)cnc21 | -0.7% |
| O=C(Nc1ccccc1Oc1ccccc1)NC1CCCCN(Cc2ccc(Cl)cc2)C1=O (stereo unspecified) | -8.9% |
| COC(=O)[C@]12C[C@H](CC(=O)NCCc3ccccc3OC)C(=O)N(Cc3ccc(Cl)cc3Cl)C1=C[C@H](C(C)(C)C)O[C@@H]2C | ? |
| CC(=O)N1c2cc(S(=O)(=O)N3CCN(c4ccccc4F)CC3)c(Br)cc2CC1C (stereo unspecified) | ? |
| COC(=O)[C@]12C[C@H](CC(=O)NCC34CC5CC(CC(C5)C3)C4)C(=O)N(Cc3ccco3)C1=C[C@H](C(C)C)O[C@@H]2C1CC1 | 25.1µM* |
| Cc1noc(C)c1C(=O)N1CCC(n2nnc3ncccc32)CC1 | -13.6% |
| CC(C)NC(=O)N[C@H]1C[C@@H]2O[C@@H](CO)CC[C@@H]2O[C@@H]1CCc1ccc(-c2ccc(F)cc2)cc1 | 19.7% |
| O=C(NCC(c1ccccc1)c1ccccc1)[C@H](Cc1ccccc1)NC1(C(=O)NC2CCCCC2)CCCC1 | 5.5% |
| Cc1ccc(Cn2cc(COC(=O)N3CCCC3)nn2)cc1 | -12.7% |
| O=C(Nc1ccccc1)Nc1nc2ncccn2c1-c1ccc(F)cc1 | 1.8% |

Bioassay records: PubChem, National Center for Advancing Translational Sciences (NCATS)
